# 697 NFkB inh = lowers PMA/ionomycin-induced NF-kB signal in 697 B cells. 697 B-cell NF-kB luciferase reporter, 16 h. inhibition, % at 4 µM. actives 0.33% (n = 330,000). AID 435022; in the data active = inhibition above about 35%
# Jurkat NFkB inh = lowers PMA/ionomycin-induced NF-kB signal in Jurkat cells; actives 0.53% (n = 330,000); PMA/ionomycin-induced NF-kB luciferase reporter, luminescence; AID 435003; inhibition, % at 4 µM; in the data active = inhibition above about 50%
# APJ antag = antagonists of human APJ apelin receptor | P35414 | CHO-K1 APJ beta-arrestin complementation, luminescence | inhibition, % at 20 µM | actives 0.32% (n = 330,000) | AID 2521;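 active = inhibition above about 40% at 20 µM, limit read from the data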;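 note: cells challenged with 10 nM apelin-13 agonist together with compound; plate controls were apelin-13 plus DMSO wells for no effect and DMSO wells lacking apelin-13 for full effect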
# Target sequence (P35414 whole entry, looked up): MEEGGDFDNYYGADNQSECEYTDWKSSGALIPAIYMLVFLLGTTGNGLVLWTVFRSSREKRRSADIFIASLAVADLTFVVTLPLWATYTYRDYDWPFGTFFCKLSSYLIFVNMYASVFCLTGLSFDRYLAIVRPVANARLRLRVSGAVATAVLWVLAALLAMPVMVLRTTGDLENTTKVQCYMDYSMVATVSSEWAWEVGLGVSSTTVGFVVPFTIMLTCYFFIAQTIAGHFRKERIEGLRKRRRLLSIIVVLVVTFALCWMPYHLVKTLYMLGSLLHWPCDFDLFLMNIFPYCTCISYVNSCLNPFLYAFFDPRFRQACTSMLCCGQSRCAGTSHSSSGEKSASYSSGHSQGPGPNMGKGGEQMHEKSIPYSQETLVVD
# APJ ag = activates the human apelin receptor APJ | P35414 | actives 0.11% (n = 330,000) | CHO-K1 APJ PathHunter beta-arrestin, luminescence; 0% DMSO wells, 100% apelin | activation, % at 20 µM;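 active = activation more than six SD over the plate average, tested at 20 µM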;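 note: 0% = DMSO alone and 100% = apelin-13 at 10 nM; some results filed as inactive read as strong as hits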
#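 Material: engineered CHO-K1 APJ arrestin reporter cells; amount: 1000 CHO-K1 reporter cells seeded per well; incubation: compound stimulation 90 min at 25 °C, detection 60 min; signal: luminescent beta-gal fragment complementation, chemiluminescent substrate; read-out basis: APJ agonist activity; controls: DMSO-only wells as negative, 10 nM Apelin-13 as positive control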
# Mdm2 MdmX PPI = disrupts the human Mdm2-MdmX interaction | O15151+Q00987 | actives 3% (n = 330,000) | AID 485346 | SaOS-2 split-luciferase Mdm2/MdmX complementation, luminescence | inhibition, % at 8 µM;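 active = inhibition of at least 50% at 8 µM in the primary screen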
# XBP1 UPR activ = adaptive UPR (XBP1) activation; actives 0.33% (n = 330,000); activation, % at 20 µM; CHO-XBP1 luciferase reporter, IRE1-XBP1 UPR activation, luminescence; percent of tunicamycin response, DMSO as zero; AID 463104;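 active = versus positive control, 20 µM dose yields 30% or more activation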;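 note: 100% = tunicamycin at 10 µg/mL and 0% = DMSO only wells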
#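 Signal: luciferase luminescence; Assay system: CHO-XBP1 luciferase reporter cells; Amount: one thousand reporter cells per well; Dosing: 20 µM single concentration, DMSO 1%; Benchmarks: high control tunicamycin 10 µg/mL final, low control DMSO vehicle only; Schedule: 6 h compound exposure at 37 °C, 5% CO2; Evaluation: percent activation relative to tunicamycin reference.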
# tim23-1 inh = growth inhibitors of tim23-1 mutant yeast; S. cerevisiae tim23-1 growth, BacTiter-Glo luminescence, 24 h; inhibition, % at 20 µM; actives 1.3% (n = 330,000); AID 463212;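 active = growth inhibition of the mutant yeast at or above 50%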;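 note: temperature-sensitive mutant grown at 25 °C; plate controls were DMSO-treated mutant yeast for no effect and medium wells lacking yeast for full effect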
# UPR CHOP act = apoptotic UPR (CHOP) activation; actives 0.34% (n = 330,000); CHO-CHOP luciferase reporter, luminescence; percent of tunicamycin response over DMSO baseline; activation, % at 10 µM;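 active = at 10 µM dose, activation of 40% or more, normalized to positive control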;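 note: 100% = tunicamycin at 10 µg/mL and 0% = DMSO alone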
#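 System: CHO CHOP reporter cells. Amount: 500 cells per well. Buffer or medium: F12 medium, 10% FBS. Compound dosing: one dose, 10 µM in 0.5% DMSO. Incubation: 6 h compound exposure at 37 °C after overnight seeding. Technique: Steady-Glo luciferase luminescence. Benchmarks: tunicamycin and DMSO controls.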
# * hit, by the source's call. Hits appear at their usual frequency; about 5% have a hit in one of these screens.
SMILES,697 NFkB inh,Jurkat NFkB inh,APJ antag,APJ ag,Mdm2 MdmX PPI,XBP1 UPR activ,tim23-1 inh,UPR CHOP act
O=C(Nc1csc([N+](=O)[O-])c1)Nc1c(Cl)cccc1Cl,24,18,2,-3,30,-2,9,-2.4
COc1ccc(-c2nc3ncccc3o2)cc1NC(=O)c1ccco1,24,15,-2,-2,23,5,-6,1.0
CC(C)n1nccc1NS(=O)(=O)c1ccccc1,8,-4,10,-1,-4,2,-5,-0.2
CCOC(=O)C(=O)c1cn(C2OCC(OC(C)=O)C(OC(C)=O)C2OC(C)=O)c2ccccc12 (stereo not drawn),4,8,9,0,-16,-2,1,0.2
O=C(NC1CCCCC1)C1CCN(C(=O)NCc2ccccc2)CC1,-39,-5,-5,-2,-5,-3,13,0.1
CC1CN(Cc2nc3c(c(=O)[nH]c(=O)n3C)n2CCN2CCOCC2)CC(C)O1 (stereo not drawn),2,4,-12,-4,-11,0,-2,-1.0
O=C(Nc1ccccc1)N1CC=C(c2ccc(F)cc2)CC1,-77,-64,-17,-3,-53,1,34,10.0
O=C(O)/C=C/c1cccc(OCc2ccccc2)c1,-49,-21,11,-3,-26,2,12,-0.8
CN(c1ccccc1)S(=O)(=O)c1cccc(NC(=O)CN2CCc3ccccc3C2)c1,14,9,0,2,-24,-1,18,0.6
O=C(N/C(=C/c1ccc(Cl)cc1)c1nc2ccccc2[nH]1)c1ccco1,-9,-9,8,0,-9,-1,-2,1.9

# Just tim23-1 inh (4 entries from above):
Compound	tim23-1 inh
CC1CN(Cc2nc3c(c(=O)[nH]c(=O)n3C)n2CCN2CCOCC2)CC(C)O1 (stereo not drawn)	-2
O=C(Nc1ccccc1)N1CC=C(c2ccc(F)cc2)CC1	34
O=C(O)/C=C/c1cccc(OCc2ccccc2)c1	12
CN(c1ccccc1)S(=O)(=O)c1cccc(NC(=O)CN2CCc3ccccc3C2)c1	18

# Next section
SMILES,697 NFkB inh,Jurkat NFkB inh,APJ antag,APJ ag,Mdm2 MdmX PPI,XBP1 UPR activ,tim23-1 inh,UPR CHOP act
O=C(Nc1cccc2nsnc12)c1ccc2c(c1)OCCO2,-2,-69,-1,-1,-10,1,2,3.5
CC(=O)Nc1ccc(NC(=O)c2ccco2)cc1,-9,-25,-4,-4,-11,0,20,-0.2
CC(=O)Cn1ncc(N2CCOCC2)c(Br)c1=O,0,2,-2,-4,14,-7,5,1.7
Cc1cccc(-n2c(=O)c3c(n4cnnc24)-c2ccccc2CC32CCCCC2)c1,10,7,17,1,2,1,27,-1.4
COC(=O)C1=C(C)NC(=O)CC1c1ccc(C(=O)OC)cc1 (stereo not drawn),11,10,2,0,-1,0,-11,1.9
CCOC(=O)N1CCC(NC(=O)C2CCN(S(=O)(=O)c3ccc4c(c3)oc(=O)n4C)CC2)CC1,9,5,-7,-3,26,6,6,0.3
COc1ccc(-c2cc(C(F)(F)F)c(C#N)c(SCC(=O)O)n2)cc1OC,18,1,3,-1,10,-3,7,1.0
CC(=O)Nc1cccc(NC(=O)C2CC(=O)N(c3ccc(C)cc3)C2)c1 (stereo not drawn),2,-3,6,-4,-8,1,12,-2.1
CCN(CC)C(=O)CSc1nc2ccc(NC(=O)CSc3nnc(N)s3)cc2s1,-24,-2,-17,-3,5,-3,-9,-4.4
CC(C)c1onc(C(=O)N2CCN(C(c3ccccc3)c3ccccc3)CC2)c1[N+](=O)[O-],0,-3,-21,1,74*,-3,26,1.0
O=C(O)c1ccc(/C=N/NC(=O)c2ccc(F)cc2)cc1,0,3,-15,-2,-39,0,7,0.9
C[C@H](CO)N1C[C@H](C)[C@@H](CN(C)C)Oc2c(NS(=O)(=O)c3cn(C)cn3)cccc2C1=O,3,1,-3,-4,-2,1,-11,-1.9
COC(=O)Nc1ccc(S(=O)(=O)N2CCCC(C(=O)N3CCC(C)CC3)C2)cc1 (stereo not drawn),-7,-17,17,0,3,0,7,0.6
CCCN1CCN(C(=O)CCn2c(=O)c3cccn3c3cccnc32)CC1,5,5,-15,-3,14,-7,0,1.3
Cc1ccccc1-n1c(CSC(=N)N)nc2ccccc2c1=O,-7,-15,7,-6,-31,-2,18,1.3
CCCCc1nnc(NC(=O)CSc2nc(C)cc(=O)[nH]2)s1,-2,-9,18,-2,13,-3,-10,-0.9
CCNC(=O)CC1C(=O)N(c2ccccc2)C(=O)N1CCc1ccc(OC)c(OC)c1 (stereo not drawn),-5,9,4,-1,7,1,-12,-1.5
CC1=NN(C(=O)c2cc(C)nn2C)C(O)(C(F)(F)F)C1 (stereo not drawn),2,-5,-21,-3,4,-3,-6,1.6
CCn1c(=O)c2c(nc3n2CCCN3CCc2ccc(OC)c(OC)c2)n(C)c1=O,-32,-21,4,0,11,3,15,-1.8
CC(Sc1nncn1C)C(=O)NCCC1=CCCCC1 (stereo not drawn),18,-5,-2,-3,17,-4,-5,-1.8
CC(=O)Nc1ccc(OCC(=O)Nc2ccc(Cl)c(S(=O)(=O)N3CCOCC3)c2)cc1,-4,28,0,17*,22,-6,4,1.1
Cc1ccc(-c2nc(Nc3ccc(O)cc3)c3ccccc3n2)cc1,-15,-29,4,-1,39,24,74*,2.8
COC(=O)CSc1nc(NC(C)C)nc(N(C)C)n1,23,3,-32,-1,11,-2,24,-0.6
CCCc1[nH]nc2c1C(/C(C)=C/c1ccccc1)C(C#N)=C(N)O2 (stereo not drawn),19,20,7,1,7,-5,26,-0.4
O=C(/C=C/c1ccccc1)Nc1ccc2c(c1)OCCO2,-293,-81,-9,1,-52,-7,54*,-2.0
O=C(NC1CCCC1)C(c1ccc(Cl)cc1)N(C(=O)c1csnn1)C1CC1 (stereo not drawn),10,19,6,-1,-11,-3,12,1.5
Cc1ccc(C)c(S(=O)(=O)N2CCN(C(=O)c3sccc3C)CC2)c1,2,5,2,3,16,-3,29,2.1
COc1ccc(S(=O)(=O)N(C)Cc2ccc3c(c2)OCCO3)cc1,9,-4,16,-3,9,-3,42,-3.2
CCCCN(C(=O)c1cccs1)c1c(N)n(Cc2ccccc2)c(=O)[nH]c1=O,9,1,-8,-2,15,0,22,1.8
Cc1c(NC(=O)C(C)Oc2ccccc2F)c(=O)n(-c2ccccc2)n1C (stereo not drawn),3,-1,-10,1,3,-8,0,-2.0
CCN1CCc2c(C#N)c(N3CCOCC3)nc(NCCO)c2C1,0,-12,0,4,0,0,5,-0.7
COc1ccc(NC(=O)CN(C)C(=O)c2cc(S(=O)(=O)N3CCCCCC3)ccc2OC)cc1,7,2,-11,-2,22,-3,-8,0.9
C=CCn1c2ccccc2c2nnc(SCC(N)=O)nc21,5,4,13,-1,10,-2,4,0.5
Cc1nc2ccccc2n1CC(=O)OCC(=O)NCc1ccccc1,7,-7,-15,-3,1,-1,10,-2.0
Cc1ccc(S(=O)(=O)N(C)C)cc1NC(=O)C(C)NC(C)c1cccs1 (stereo not drawn),-12,-18,-7,-2,-17,-5,12,0.2
O=C(N/N=C/c1cccc(O)c1)c1ccc(COc2ccccc2Br)cc1,-4,1,-7,-2,24,-4,2,0.1
Cc1nnc2sc(SCc3ccc(Br)cc3)nn2c1=O,37*,-5,-11,-2,10,-1,-1,-1.7
COc1ccc(-c2c(C)c3ccc(O)cc3oc2=O)cc1,-46,-11,-5,-2,26,2,48,4.3
Cc1ccc(S(=O)(=O)N(C)C)cc1-n1c(SCC(=O)Nc2ccc(F)cc2Cl)nc2ccccc2c1=O,22,-5,16,-1,49,-1,19,-0.6
Cc1cc2c(cc1C)[n+](C)cn2CC(O)COCc1ccccc1 (stereo not drawn),-5,9,3,0,8,2,0,1.4
O=C(N/N=C/C=C/c1cccc([N+](=O)[O-])c1)C(O)c1ccccc1 (stereo not drawn),14,5,1,-2,-3,0,14,2.9
COC(=O)C(NC(C)=O)(Nc1sc2c(c1C(N)=O)CCCC2)C(F)(F)F (stereo not drawn),8,0,-12,-1,12,2,-10,-0.9
CC(=O)Nc1ccc(S(=O)(=O)N2CCN(CCC#N)CC2)cc1,0,-6,-38,-1,4,0,-6,-0.5
Cc1nnc(SC(C)C(=O)Nc2ncc(Cl)cc2Cl)n1Cc1ccccc1 (stereo not drawn),12,11,16,-5,2,-2,10,-3.9
Cc1ccc(-c2nnn(CC(=O)N(Cc3ccco3)C(C(=O)NC(C)(C)C)c3ccncc3)n2)o1 (stereo not drawn),-4,-7,-8,-1,-5,0,2,1.6
O=C(CCCn1c(=O)[nH]c2cc(Cl)ccc2c1=O)NCCCN1CCCC1=O,15,4,-12,-1,9,-2,-1,-0.1
CCc1ccc(CN2CCC(n3nccc3NC(=O)c3ccccc3)CC2)o1,-4,-9,-1,-2,2,-3,7,-0.8
CCCn1nnnc1-c1cc(Cl)cc(Cl)c1,11,-3,0,-3,-2,3,3,-0.6
O=C(COc1ccc(-n2cnnn2)cc1)Nc1cccc(Cl)c1Cl,14,-2,13,1,-17,0,-1,-1.2
O=C1CC(N(Cc2ccc3c(c2)OCO3)C(=O)Nc2ccc(F)cc2)C(=O)N1c1ccccc1 (stereo not drawn),7,4,-8,-3,-24,-3,-3,0.0

# Part of the list above, with two lines to a compound:
# Values in the order: 697 NFkB inh	Jurkat NFkB inh	APJ antag	APJ ag	Mdm2 MdmX PPI	XBP1 UPR activ	tim23-1 inh	UPR CHOP act
COc1ccc(-c2nc3ncccc3o2)cc1NC(=O)c1ccco1
→ 24	15	-2	-2	23	5	-6	1.0
CC(C)n1nccc1NS(=O)(=O)c1ccccc1
→ 8	-4	10	-1	-4	2	-5	-0.2
CCOC(=O)C(=O)c1cn(C2OCC(OC(C)=O)C(OC(C)=O)C2OC(C)=O)c2ccccc12 (stereo not drawn)
→ 4	8	9	0	-16	-2	1	0.2
O=C(NC1CCCCC1)C1CCN(C(=O)NCc2ccccc2)CC1
→ -39	-5	-5	-2	-5	-3	13	0.1

# Next part
SMILES,697 NFkB inh,Jurkat NFkB inh,APJ antag,APJ ag,Mdm2 MdmX PPI,XBP1 UPR activ,tim23-1 inh,UPR CHOP act
CC(OC(=O)c1nc(Cl)ccc1Cl)C(=O)Nc1ccccc1F (stereo not drawn),-2,-10,16,13,-10,0,28,-0.1
Cn1cc(C(=O)Nc2ccc3c(c2)CCC3)cn1,-54,-37,-2,0,-27,0,5,4.0
CCOC(=O)c1[nH]c(C)c(C(=O)OCC(=O)NC(C)c2ccc(F)cc2)c1C (stereo not drawn),-69,60*,8,1,36,3,-6,11
COc1ccc(-c2nn(-c3ccccc3)cc2CNC(=O)c2cccc([N+](=O)[O-])c2)cc1,-7,6,9,-2,11,-2,2,0.9
CCOc1ccc2nc(SCC(=O)NCc3ccco3)sc2c1,21,-15,14,0,-18,1,31,2.2
O=C(O)CSc1c2c(nc3cc(C(=O)N4CCCC4)ccc13)CCCC2,2,4,-1,-1,8,-2,6,-1.6
COc1cc(OC)c(NC2c3ccccc3C(=O)N2c2cc(C)ccn2)cc1Cl (stereo not drawn),-6,-17,15,0,-20,-1,52*,-0.5
CC(C)(C)OC(=O)N[C@@H](Cc1ccccc1)c1nnc(SCC(=O)O)o1,4,-10,4,-4,20,0,12,-1.6
O=C(COc1ccc([N+](=O)[O-])cc1Cl)N1CCc2ccccc21,-105,3,1,-3,-77,5,15,3.5
CCn1c(SCC(=O)Nc2cc(C)on2)nnc1-c1cccnc1,11,4,10,-4,16,-1,-4,0.9
